# Assay outcomes deposited in PubChem by National Center for Advancing Translational Sciences (NCATS).
# BCR signal inh: inhibitors of chronic active B-cell receptor signaling; AID 493014; 340,000 compounds, 0.05% hits; ABC-DLBCL IkBa-CBG/CBR reporter, luminescence ratio, 4 h; Potency, µM (series often up to 46.1 µM), for the others: at the top dose ratio change, negative = lower green/red ratio, hits mostly inhibitors; active means well fitted inhibition curve with a large enough effect in the signal ratio, with a control signal flat, not every such curve was filed as active; inconclusive means small, poorly fitted or top-dose-only effect, or effect the other way, or a change in a side signal; the % refers to the signal ratio;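 further: potency means the concentration at half of the fitted maximal effect; plate controls were basal doxycycline-induced cells for no effect and cells given 10 µM MG132 for full effect; MG132 reads +100%, hits lower the ratio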
#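 Doxycycline induced both beetle luciferases in TMD8 lymphoma cells; IKK-driven degradation limits the IkappaBalpha-fused green signal, while red luminescence normalises for cell number and nonspecific effects. Compounds tested up to 46 uM, 4 hrs.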
# B2AR arrestin: agonists driving beta-arrestin recruitment to human beta2-adrenergic receptor; P07550; AID 492947; beta-arrestin recruitment to beta2AR, cell-based reporter; Potency, µM (highest dose often 46.1 µM), inactives show top-dose activation, actives largely listed as activators; 330,000 compounds, 0.02% hits;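 further: potency means the concentration at half of the fitted maximal effect; 0% = DMSO controls and full agonism = EC100 isoproterenol or metaproterenol; nearly all actives have a fitted effect of over 65% in size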
# Target sequence (P07550 whole entry, looked up): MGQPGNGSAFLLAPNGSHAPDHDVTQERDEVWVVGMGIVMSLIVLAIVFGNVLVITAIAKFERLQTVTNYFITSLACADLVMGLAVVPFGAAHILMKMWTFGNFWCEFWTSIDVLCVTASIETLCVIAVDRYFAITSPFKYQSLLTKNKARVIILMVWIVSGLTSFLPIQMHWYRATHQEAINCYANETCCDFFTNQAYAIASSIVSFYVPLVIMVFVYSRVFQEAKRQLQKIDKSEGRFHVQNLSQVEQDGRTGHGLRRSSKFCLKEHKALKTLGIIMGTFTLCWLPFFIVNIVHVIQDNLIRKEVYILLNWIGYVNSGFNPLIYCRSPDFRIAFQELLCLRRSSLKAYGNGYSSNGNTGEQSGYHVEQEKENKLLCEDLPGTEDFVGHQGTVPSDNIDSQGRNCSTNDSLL
# PKM2 activator: activators of human pyruvate kinase M2; purified PKM2, Kinase-Glo ATP luminescence, activation; response scale: 0% is enzyme alone, no compound; Potency, µM (doses to about 57.5 µM), inactives show at the top dose activation, usual class: activators; AID 1631; 260,000 compounds, 0.34% hits; further: potency means the concentration at half of the fitted maximal effect; nearly all actives have a fitted effect of over 55% in size
# Target sequence (P14618 whole entry, looked up): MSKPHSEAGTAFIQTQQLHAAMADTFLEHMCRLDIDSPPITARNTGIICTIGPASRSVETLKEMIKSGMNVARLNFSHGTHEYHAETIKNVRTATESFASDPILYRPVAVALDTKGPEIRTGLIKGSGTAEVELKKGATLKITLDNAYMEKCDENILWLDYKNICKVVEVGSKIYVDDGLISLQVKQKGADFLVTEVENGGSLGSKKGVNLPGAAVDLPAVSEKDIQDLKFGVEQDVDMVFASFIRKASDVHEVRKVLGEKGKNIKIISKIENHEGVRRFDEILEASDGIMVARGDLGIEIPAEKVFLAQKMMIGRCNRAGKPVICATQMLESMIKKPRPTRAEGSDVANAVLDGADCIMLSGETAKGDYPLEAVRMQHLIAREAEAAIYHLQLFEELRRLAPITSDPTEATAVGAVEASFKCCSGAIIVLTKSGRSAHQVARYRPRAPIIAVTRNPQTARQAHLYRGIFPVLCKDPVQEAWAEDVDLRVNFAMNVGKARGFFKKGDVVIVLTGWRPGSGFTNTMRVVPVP
#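 Purified hPK-M2 (>95%) run at intermediate activity with 0.1 mM ADP and 0.5 mM PEP in 50 mM imidazole pH 7.2, KCl, MgCl2; 1 h room temperature. ATP formed read by Kinase-Glo luminescence; normalized to uninhibited and no-enzyme controls.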
# hERG WT inh: KCNH2 (human, wildtype) channel inhibition | Q12809 | U2OS, BacMam KCNH2, thallium flux FluxOr; stronger effect = lower value | activity change, % at 1.84 µM | 340,000 compounds, 0.37% hits | AID 720551;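 active means maximum activity change below -70%; inconclusive means maximum activity change between -70% and -50%; inactive means maximum activity change above -50%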
#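 U2OS cells transduced with wild-type KCNH2 virus are loaded with FluxOr dye for 45 min, and thallium flux is measured in kinetic reads before and after stimulation buffer. Rate constants are normalized to DMSO controls.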
# KCNH2 3.1 block: inhibitors of human KCNH2 3.1 potassium channel isoform. AID 720553. activity change, % (tested at about 1.8 µM). U2OS KCNH2 3.1, thallium flux FluxOr; stronger effect = lower value. 340,000 compounds, 0.95% hits;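 active means maximum activity change below -70%; inconclusive means maximum activity change from -70% to -50%; inactive means maximum activity change above -50%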;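 further: thallium influx rate constant from kinetic fluorescence after stimulation buffer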
#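 We transduce U2OS cells with the mutant 3.1 virus, culture them overnight, load FluxOr with Red40 quencher for 45 min, then add stimulation buffer and read kinetically for 2 min to derive a normalized rate constant.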
# Giardia killer: Giardia lamblia killing; Giardia lamblia trophozoite viability; activity change, % at 7.66 µM, hits read low; 340,000 compounds, 0.15% hits; in the data active means activity change below about -80%; inconclusive means between about -30% and that limit;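 further: parasites exposed to compound for two days anaerobically before the ATP read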
#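 Giardia lamblia trophozoites (100 cells/well) were incubated with compounds for 48 h at 37 deg C under anaerobic conditions. Viability was read as ATP content by one-step luminescence after 15-30 min at room temperature.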
# USP2a inh: blocks human ubiquitin-specific protease USP2a; O75604; USP2 core, Ub-CHOP2 coupled fluorogenic reporter, 485/531; Potency, µM (top dose mostly 38.3 µM), for inactives: top-dose activity change, negative = inhibition, most hits filed as inhibitors; 330,000 compounds, 0.01% hits; AID 463254;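 further: potency means the concentration at half of the fitted maximal effect; plate controls were DMSO wells for no effect and full inhibition by NEM control for full effect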
#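 Cell-free coupled assay: 10nM USP2 core preincubated 30min RT with compound in Tris-HCl pH 8.0/CaCl2/CHAPS buffer, then 25nM Ub-CHOP2 and 25nM reporter substrate; fluorescence (Ex 485/Em 531) read after 60min RT, normalized to NEM inhibition, concentration-response curves fitted.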
# GALK inh: blocks human galactokinase activity. Potency, µM (doses to about 57.5 µM), inactives show at the highest dose activity change, negative = inhibition, actives largely listed as inhibitors. Purified GALK, Kinase-Glo residual ATP luminescence. P51570. 270,000 compounds, 0.007% hits; further: potency means the concentration at half of the fitted maximal effect
#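 The enzyme phosphorylates galactose (100 uM) using ATP (35 uM); inhibition is detected as higher residual ATP, quantified by bioluminescence after 1 h reaction at room temperature, pH 8.0.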
# FBPA coupling cs: coupling enzyme interference in Giardia aldolase counter-screen; activity change, negative = inhibition, % at 58.2 µM, hits read low; coupling enzyme system counterscreen, AmpLite Red fluorescence; 290,000 compounds, 0.67% hits; in the data active means activity change below about -30%
#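 First, compound is pin-transferred into glyceraldehyde-3-phosphate coupling-enzyme reagent at 57.5 uM final and held 10 min at RT. Next, substrate, coupling system and AmpLite Red are added. After 20 min RT, fluorescence (525/598 nm) is read.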
# uPA surface inh: inhibitors of cell surface uPA generation | cell surface uPA generation assay, qHTS | Potency, µM (top dose mostly 38.3 µM), for the others: at the top dose activity change, negative = inhibition, most hits filed as inhibitors | 330,000 compounds, 0.31% hits; active means well fitted inhibition curve with a large enough effect; inconclusive means small, poorly fitted or top-dose-only effect; inactive means no such curve, though single readings can be large or run the other way; tested in mouse RAW 264.7 cells; further: potency means the concentration at half of the fitted maximal effect; nearly all actives have a fitted effect of over 55% in size
# Eya2 inh: Eya2 (human) phosphatase inhibition; O00167; recombinant Eya2, OMFP fluorescence dephosphorylation (OMFP is methylfluorescein phosphate); Potency, µM (top dose mostly 76.9 µM), for inactives: at the highest dose activity, negative = inhibition, hits mostly inhibitors; 330,000 compounds, 0.006% hits; AID 488837; further: potency means the concentration at half of the fitted maximal effect
#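 Eya2 protein (added as 0.2 uM solution) was preincubated with compound for 10 min at ambient temperature in 50 mM HEPES pH 7.5, 50 mM NaCl, 5 uM MgCl2, 0.05% BSA, 1 mM DTT. OMFP (added at 50 uM) then reacted 10 min; fluorescence read at 485/525 nm.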
# * hit, by the source's call; u = inconclusive; x = not tested or not shown; [ ] = another dose, or the depositor's remark. Unless noted, the call rests on the fitted dose curve; in most records, active means well fitted curve in the direction sought with a large enough effect; inconclusive means small, poorly fitted or top-dose-only effect, or another doubt; inactive means no such curve, though single readings can be large; an effect the other way counts as inactive or inconclusive. Unless noted, on the % scale 0 is the no-effect control and ±100 the full control effect. This is a random part of the collection; any-hit rate near 2.4%.
mol	BCR signal inh	B2AR arrestin	PKM2 activator	hERG WT inh	KCNH2 3.1 block	Giardia killer	USP2a inh	GALK inh	FBPA coupling cs	uPA surface inh	Eya2 inh
O=C(c1ccc([N+](=O)[O-])cc1)N1CCC(n2nnc3cc(F)ccc32)CC1	12%	0.1%	-17%	29	-39	9	2%	2%	29	-11%	10%
O=C(CN1C(=O)NC2(CCCCCC2)C1=O)NCc1cccs1	-1%	-0.3%	-10%	14	7	-10	-8%	2%	5	6%	-4%
Cc1ccc(OCc2nnc(SCC(=O)c3ccccc3)n2-c2ccccc2)cc1	-3%	2.9%	-13%	-4	-18	15	-9%	-3%	1	x	-10%
O=C1OC/C(=C(/O)c2ccc(Cl)cc2)C1=O	1%	-0.9%	0%	16	-38	-6	-1%	0%	8	-25%	-2%
CCCOc1ccc(C(=O)CCC(=O)OCC(=O)Nc2ccc(OCC)cc2)cc1	-2%	-0.6%	-3%	x	x	x	1%	-1%	6	x	-30%
COc1ccc(OC)c(C(C)NC(=O)Nc2ccccc2)c1 (configuration not stated)	1%	0.1%	1%	1	-2	-10	5%	-2%	-2	6%	2%
CC(C)=CCC/C(C)=C/C(N)=O	-15%	3.4%	3%	1	9	-14	2%	-2%	0	2%	4%
CCn1c(CNC(=O)COC)nc2ccccc21	1%	0.0%	0%	-2	5	-15	2%	1%	0	-7%	3%
COc1cccc(NC(=O)CN2CCN(C(=O)c3ccco3)CC2)c1	-5%	0.2%	-2%	-2	19	-11	0%	1%	x	-8%	5%
CC(C)OCCCNC(=O)c1cc(S(=O)(=O)N2CCCCC2)c[nH]1	-1%	0.5%	1%	1	-5	8	2%	x	1	7%	-4%
Cc1ccc(C(=O)NC2CCN(S(=O)(=O)c3ccc(F)cc3)CC2)cc1	2%	0.4%	3%	7	6	6	-1%	-4%	0	11%	u
CCCCCOCC(O)CCC(=O)NN (configuration not stated)	-10%	0.2%	-7%	-4	-1	-4	-1%	-1%	-1	0%	-4%
CCOC(=O)C1CCN(C(=O)c2cccnc2Oc2ccccc2)CC1	5%	-0.4%	-5%	-5	1	-22	-1%	-2%	3	-9%	4%
COc1cccc(CNC(=O)C2=Cc3cccc(OC)c3OC2)c1	u	0.0%	5%	-4	-1	13	0%	-1%	0	2%	4%
Cc1cc(C)cc(-n2ncc3c2CCCC3NC(=O)CN2CCCC2=O)c1 (configuration not stated)	-1%	-1.0%	x	-17	8	17	1%	0%	x	9%	-8%
Cc1csc(NC(=S)NC(=O)c2ccccc2)n1	u	u	-30%	-12	10	-25	4%	9%	-1	-8%	-3%
C[C@@H]1CN(C(=O)c2nc3ccc(Cl)cn3c2CNCC[C@@H]2C[C@@H]3C=C[C@H]2C3)C[C@H](C)O1	-3%	9.3%	-1%	6	1	3	-1%	2%	2	-2%	3%
Brc1ccccc1/C=N/Nc1nc2ccccc2o1	0%	-1.0%	x	-3	28	33[activator]	-1%	-2%	0	1%	-11%
Cc1nc(NC(=O)/C=C/c2ccco2)sc1C	u	-0.2%	1%	5	-4	0	1%	1%	2	-8%	18%
CCOC(=O)c1cc(-c2ccccc2)n[nH]1	u	-0.7%	-2%	-2	-11	6	1%	-3%	1	-2%	-2%

# (next part)
mol	BCR signal inh	B2AR arrestin	PKM2 activator	hERG WT inh	KCNH2 3.1 block	Giardia killer	USP2a inh	GALK inh	FBPA coupling cs	uPA surface inh	Eya2 inh
CCc1nnc(NC(=O)CSc2nnc(-c3cc4ccccc4cc3O)n2CC)s1	-17%	-0.6%	2%	1	6	17	-1%	5%	2	-1%	34%
Cc1ccc(/C=N/N(C)S(=O)(=O)c2ccc(C)cc2)cc1	u	-0.6%	x	-4	0	8	-1%	-1%	-3	-6%	-16%
Cc1ccc(OCc2nnc(SCc3cc(=O)[nH]c4ccccc34)o2)cc1	-1%	-0.3%	-4%	-6	-6	4	-1%	0%	-1	0%	-14%
Cc1ccc(N2C(=O)N(C(C)C)C(C)(C)CC2(C)O)cc1 (configuration not stated)	-2%	-1.0%	-9%	1	-6	2	-1%	0%	0	3%	-5%
CCNC(=S)N(CCc1c(C)[nH]c2ccc(C)cc12)Cc1cccnc1	u	-0.6%	x	-4	4	-12	3%	0%	-1	1%	9%
COc1ccc(NC(=O)CCc2nc(-c3ccc(C)cc3)no2)cc1Cl	2%	-0.1%	28%	-11	6	1	-3%	7%	3	-3%	0%
Cc1ccc2[nH]c(-c3ccccc3)c(CN3CCOCC3)c(=O)c2c1	-19%	0.2%	1%	-12	-10	3	3%	1%	0	2%	12%
COC(=O)c1c(C)nsc1NC(=O)Oc1ccccc1	9%	-0.2%	1%	-38	13	10	1%	1%	-1	2%	23%
CC(=O)c1ccc(S(=O)(=O)NC2CC(=O)N(c3ccc(Cl)cc3)C2)cc1 (configuration not stated)	8%	0.2%	x	13	0	17	0%	x	x	-7%	14%
CC(Sc1nncn1C)C(=O)NCCC1=CCCCC1 (configuration not stated)	-1%	0.2%	x	-10	-5	11	-3%	x	x	0%	-23%
FC(F)(F)c1cccc(Cc2noc(CN3CCCCC3c3ccccn3)n2)c1 (configuration not stated)	-2%	0.0%	1%	-4	-4	-4	12%	0%	1	1%	-9%
O=C(O)c1nn(CC(=O)N2CCN(c3ncc(C(F)(F)F)cc3Cl)CC2)c(=O)c2ccccc12	-1%	-0.3%	2%	1	-18	0	0%	-1%	-2	5%	2%
COc1ccc(NC(=O)C23CC4CC(C2)CC(c2ccc(C)cc2)(C4)C3)cc1	6%	8.0%	1%	9	-26	2	-7%	4%	0	-2%	-5%
Cc1cc(C)cc(N/C(N)=N/c2nc(C)cc(C)n2)c1	u	3.6%	-3%	9	-9	2	0%	x	0	u	6%
CCCCn1c(N)c(-c2nc3ccccc3s2)c2c([N+](=O)[O-])nn(CC)c(=O)c21	7%	0.1%	-2%	23	-8	2	6%	-1%	0	x	2%
CCOC(=O)C1C(=O)OC2(CCCC2)C1C(=O)OCC (configuration not stated)	-1%	-0.3%	2%	-7	14	-12	3%	-1%	1	8%	-4%
CC(/C=C/c1ccco1)=N\NC(=O)c1cc(C)[nH]n1	u	-0.2%	13%	5	4	5	1%	2%	-9	x	9%
Cc1ccc(-c2noc(CSc3nnc(-c4cccs4)n3C)n2)cc1	11%	0.2%	-2%	-1	8	6	-4%	1%	3	-1%	2%
COc1cccc(C(=O)N(C)CC(=O)Nc2ccc(F)c(F)c2F)c1	-3%	-0.3%	x	-13	0	-15	2%	0%	0	1%	4%
COc1ccc2[nH]c3nc(SCc4nnc(-c5ccc(C)cc5)o4)nnc3c2c1	-9%	-0.2%	-1%	10	-11	8	2%	-3%	3	3%	7%

# (cont.)
mol	BCR signal inh	B2AR arrestin	PKM2 activator	hERG WT inh	KCNH2 3.1 block	Giardia killer	USP2a inh	GALK inh	FBPA coupling cs	uPA surface inh	Eya2 inh
Cc1nn(-c2ccc(F)cc2)c(Cl)c1/C=C/C(=O)N1CCNC(=O)C1	-6%	0.2%	-3%	-11	-5	21	0%	0%	-1	-1%	-2%
O=C(COc1ccc2ccc(=O)oc2c1)OCc1ccccc1	u	-1.1%	-3%	x	-9	22	0%	-2%	-2	3%	8%
Cn1c(N)c(C(=O)COC(=O)C2(c3cccc(F)c3)CCCC2)c(=O)n(C)c1=O	u	-0.2%	2%	2	-20	47[activator]	-2%	4%	-7	-3%	-13%
CCCCn1c(SCC(=O)NC2CC2)nc2ccccc2c1=O	3%	0.3%	0%	5	2	5	1%	-1%	x	9%	-2%
Cc1ccc2nc(SCc3nc4ccccc4c(=O)[nH]3)[nH]c2c1	15%	-0.9%	7%	0	-26	0	-1%	1%	1	-3%	0%
CCOC(=O)/C(C#N)=C1/C=CN(C)C(C)=N1	-8%	0.3%	-8%	-1	-6	4	0%	2%	1	-2%	22%
CCOc1ccccc1NC(=O)/C(C#N)=C/c1cccnc1	u	-0.9%	3%	-19	18	-13	0%	-3%	-2	5%	-4%
CNC(=O)COC(=O)c1ccc(NC(=O)CC#N)cc1	u	-0.2%	0%	-3	10	5	-5%	2%	2	0%	1%
CC1(C)CC(=O)C2=C(C1)N(Cc1ccco1)C(=O)C2(NC(=O)c1cccnc1)C(F)(F)F (configuration not stated)	4%	-0.1%	-1%	-9	7	20	1%	-1%	0	1%	5%
C=CCOC(=O)C1=C(C)NC(=O)NC1c1cc2c(cc1Br)OCO2 (configuration not stated)	-1%	-0.3%	1%[11.5 µM]	-29	18	13	-2%	4%	0	14%	-1%
Cc1ccc(N2C(=O)CC(Sc3ncccc3C(=O)O)C2=O)cc1 (configuration not stated)	0%	-0.1%	3%	-5	15	8	1%	-1%	-1	0%	11%
